Screening data deposited in PubChem BioAssay by several laboratories.
NCOA3 inh: SRC3 coactivator transcriptional activity inhibitors, primary screen, cell-based, luminescence | HEK293 GAL4-SRC3 luciferase reporter | inhibition, % at 3.6 µM | 0.17% of 360,000 active | AID 588352, 2011;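 active = inhibition above a per-campaign cutoff, the mean of all compounds plus 3 SD, cut at about 60% in these data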;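 also: 0% = DMSO-treated cells and 100% = gossypol-treated cells at 36 µM; higher means less SRC3-driven luciferase light from the GAL4 reporter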
COUP-TFII inh: NR2F2 transcriptional activity inhibitors, primary screen, cell-based, luciferase reporter, HEK293T, luminescence; AID 686940, 2013; HEK293T NGFI-A luciferase reporter; COUP transcription factor 2 (Homo sapiens), P24468; 0.7% of 370,000 active; inhibition, % at 8.6 µM;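 active = inhibition above a per-plate cutoff, mean inhibition of test wells between control levels plus 3 SD, cut at about 38% in these data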;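 also: cells cotransfected with COUP-TFII expression vector driving the NGFI-A reporter; 0% = median of COUP-TF2 test wells and 100% = reporter-only cells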
C8 TRAIL sens: viability loss with TRAIL in NB7+C8 cells, primary screen, TRAIL sensitizer project, cell-based, ATPlite luminescence. inhibition (viability loss, TRAIL sensitization), % at 10 µM. 1% of 360,000 active;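 active = compounds causing at least 50% loss of cell viability in the single-dose screen, relative to plate controls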
NOD2-RIPK2 inh: NOD2-RIPK2 binding disruptors in cells, primary screen, fluorescence, CHO cells, BLA complementation | Receptor-interacting serine/threonine-protein kinase 2 (Homo sapiens), O43353 | 0.38% of 360,000 active | inhibition, % at 4.98 µM | CCF4 ratio; in the data active = inhibition above about 21%;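 also: 0% = vehicle only and 100% = reference blocker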
TWEAK Fn14 block: inhibitors of TWEAK-Fn14 signaling, primary screen, luciferase reporter cells, uHTS; TWEAK-stimulated Fn14 reporter cells, luciferase luminescence, 8 h; inhibition, % at 10 µM; 2% of 360,000 active; AID 1159606, 2016; in the data active = inhibition above about 50%
NR5A2 inv ag: LRH-1 (NR5A2) inverse agonists, primary screen, cell-based, luminescence, HEK293T, StAR-luciferase reporter | LRH-1 transfected, 24 h | inhibition, % at 3.6 µM | 0.13% of 360,000 active;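 active = inhibition above the mean inhibition of all tested compounds plus 3 SD, cut at about 73% in these data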;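 also: 0% = DMSO wells and 100% = reporter-only cells lacking LRH-1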
TROY NFkB inh: inhibitors of TROY-driven NF-kB signaling, primary screen, Q293 LMP1-TROYcd cells, NF-kB luciferase, uHTS; 0.98% of 360,000 active; Q293 LMP1-TROYcd NF-kB luciferase reporter, 4 h; inhibition, % at 10 µM;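 active = compounds whose plate-normalised and pattern-corrected inhibition of the luciferase reporter signal at the single screening dose is 50% or more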
TLR9-MyD88 inh: inhibitors of TLR9-MyD88 association in cells, primary screen, cell-based, CHO, BLA complementation, fluorescence; Toll-like receptor 9 (Homo sapiens) + Myeloid differentiation primary response protein …; CCF4 FRET ratio; inhibition, % at 4.98 µM; 0.21% of 340,000 active;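 active = inhibition above the mean over all tested compounds plus 3 SD, cut at about 21% in these data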;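 also: 0% = DMSO only wells and 100% = clavulanate BLA inhibitor control wells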
LMP1 NFkB inh: EBV LMP1-driven NF-kappaB luciferase reporter inhibitors, primary screen, cell-based, luminescence, single point; LMP1-induced NF-kappaB luciferase reporter cells; inhibition, % at 12.5 µM; 0.69% of 350,000 active; AID 504558, 2011; in the data active = inhibition above about 41%;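 also: 0% = neutral control wells and 100% = reference inhibitor control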
NCOA2 inhibitor: inhibition of GAL4-SRC2 driven luciferase reporter, primary screen, SRC2 inhibitor project, cell-based, luminescence; Nuclear receptor coactivator 2 (Homo sapiens), Q15596; HEK293 GAL4-SRC2 luciferase reporter; inhibition, % at 9 µM; 0.17% of 370,000 active;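 active = inhibition above the mean inhibition of all tested compounds plus 3 SD, set per campaign, cut at about 52% in these data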;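 also: 0% = DMSO treated cells and 100% = cells given Gossypol at 36 µM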
SRC1 inh: SRC1 coactivator transcriptional activity inhibitors, primary screen, cell-based, luminescence. inhibition, % at 3.6 µM. Nuclear receptor coactivator 1 (Homo sapiens), Q15788. HEK293 GAL4-SRC1 luciferase reporter. 0.12% of 360,000 active;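 active = inhibition above the campaign mean plus 3 SD, with each screening campaign given its own cutoff, cut at about 60% in these data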;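 also: 0% = DMSO treated cells and 100% = gossypol at 36 µM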
Target sequence (Q15788 whole entry, looked up, the tested form may be a part): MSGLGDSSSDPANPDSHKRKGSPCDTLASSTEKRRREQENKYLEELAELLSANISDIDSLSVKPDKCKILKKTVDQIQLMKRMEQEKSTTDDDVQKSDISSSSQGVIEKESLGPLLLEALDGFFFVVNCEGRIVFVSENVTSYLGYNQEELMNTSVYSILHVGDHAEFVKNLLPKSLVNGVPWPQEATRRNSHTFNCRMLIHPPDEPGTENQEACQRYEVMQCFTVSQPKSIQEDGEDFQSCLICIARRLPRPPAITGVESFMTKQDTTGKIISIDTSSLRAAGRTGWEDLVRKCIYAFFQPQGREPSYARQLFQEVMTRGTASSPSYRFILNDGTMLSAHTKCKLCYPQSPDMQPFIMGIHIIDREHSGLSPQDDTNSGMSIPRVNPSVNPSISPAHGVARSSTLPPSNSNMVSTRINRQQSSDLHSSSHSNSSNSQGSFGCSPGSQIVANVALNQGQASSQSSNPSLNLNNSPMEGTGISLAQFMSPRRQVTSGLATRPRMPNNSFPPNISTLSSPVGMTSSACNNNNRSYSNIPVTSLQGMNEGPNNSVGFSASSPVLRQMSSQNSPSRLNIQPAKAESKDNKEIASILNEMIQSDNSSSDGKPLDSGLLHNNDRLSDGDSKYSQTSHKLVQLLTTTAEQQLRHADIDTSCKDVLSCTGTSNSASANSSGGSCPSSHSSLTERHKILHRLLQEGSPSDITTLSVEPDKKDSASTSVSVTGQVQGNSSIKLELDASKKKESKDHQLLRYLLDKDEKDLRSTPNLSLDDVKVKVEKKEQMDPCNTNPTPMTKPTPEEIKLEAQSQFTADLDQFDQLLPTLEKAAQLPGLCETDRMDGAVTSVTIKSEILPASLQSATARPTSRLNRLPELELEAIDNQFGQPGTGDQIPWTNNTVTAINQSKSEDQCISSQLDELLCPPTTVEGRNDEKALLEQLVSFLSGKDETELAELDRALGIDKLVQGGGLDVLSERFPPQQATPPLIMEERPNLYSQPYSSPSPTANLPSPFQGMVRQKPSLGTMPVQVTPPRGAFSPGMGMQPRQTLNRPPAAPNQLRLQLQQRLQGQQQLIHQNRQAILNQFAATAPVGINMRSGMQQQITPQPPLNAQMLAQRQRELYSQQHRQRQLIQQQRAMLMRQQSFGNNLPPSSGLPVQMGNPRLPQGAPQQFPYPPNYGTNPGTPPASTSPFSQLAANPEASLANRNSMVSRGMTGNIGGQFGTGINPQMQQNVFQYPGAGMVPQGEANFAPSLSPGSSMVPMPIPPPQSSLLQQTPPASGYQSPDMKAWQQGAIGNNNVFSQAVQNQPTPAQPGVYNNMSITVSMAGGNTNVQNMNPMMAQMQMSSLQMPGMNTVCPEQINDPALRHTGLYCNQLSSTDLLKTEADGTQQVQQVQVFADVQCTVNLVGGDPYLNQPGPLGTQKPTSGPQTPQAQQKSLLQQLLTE
The depositor's hits bear a star; · = no result given. Not all compounds are listed; count on the stated rates, not on these rows.

SMILES	NCOA3 inh	COUP-TFII inh	C8 TRAIL sens	NOD2-RIPK2 inh	TWEAK Fn14 block	NR5A2 inv ag	TROY NFkB inh	TLR9-MyD88 inh	LMP1 NFkB inh	NCOA2 inhibitor	SRC1 inh
O=S1(=O)N[C@H](Cc2ccccc2)COc2cc(N3CCC[C@H]3CO)ccc21	·	6	-7	3	0	16	-21	·	·	3	·
CS(=O)(=O)N(CC(=O)O)c1ccc(Oc2ccccc2)cc1	1	-16	5	-7	1	-26	-13	-1	-11	1	-9
CC(=O)Nc1cccc(OCCOc2cccc([N+](=O)[O-])c2)c1	-8	-8	2	0	-27	14	-30	3	-12	22	-20
N#Cc1c(NC(=O)C(=O)NCCCN2CCOCC2)sc2c1CCCC2	14	13	-1	-4	-3	-7	17	-19	4	-13	-3
COC(=O)C(NC(C)=O)(Nc1nc2ccc(C)cc2s1)C(F)(F)F (stereo unspecified)	9	-21	0	5	-16	-14	-25	-7	-3	-12	-25
COc1ccccc1CNC(=O)C1CCN(Cc2nc(-c3cccc(Cl)c3)oc2C)CC1	-9	9	4	12	6	16	-18	-6	0	-3	-24
O=C(Cn1c(=O)n(-c2ccc(F)cc2)c(=O)c2sccc21)c1ccccc1	8	3	-3	5	30	5	3	-16	-2	-2	1
CC1(NC(=O)C2CCCCC2)CCS(=O)(=O)C1 (stereo unspecified)	-6	10	2	-9	-7	-8	7	8	2	-1	1
Cc1cc(C(=O)CN2C(=O)C(=O)N(Cc3ccccc3)C2=O)c(C)n1-c1ccc2c(c1)OCCO2	8	23	0	-5	51*	-11	22	-10	2	52	0
COc1ccc(NC(=O)CCCC(=O)OCC(F)(F)C(F)F)cc1	-11	10	-24	-6	7	-1	-7	1	-8	-3	5
O=C1C=C(c2ccccc2)C[C@@H](c2ccc(Cl)cc2)C1	-6	-17	-6	2	-32	-28	-22	8	3	-18	12
C=CCN1C(=O)C(Cc2ccc(OC)cc2)S/C1=N/N=C/c1ccco1 (stereo unspecified)	11	-11	-27	-3	-10	18	-26	-4	-24	1	-7

The list goes on; the last 3 above are carried over.
SMILES	NCOA3 inh	COUP-TFII inh	C8 TRAIL sens	NOD2-RIPK2 inh	TWEAK Fn14 block	NR5A2 inv ag	TROY NFkB inh	TLR9-MyD88 inh	LMP1 NFkB inh	NCOA2 inhibitor	SRC1 inh
COc1ccc(NC(=O)CCCC(=O)OCC(F)(F)C(F)F)cc1	-11	10	-24	-6	7	-1	-7	1	-8	-3	5
O=C1C=C(c2ccccc2)C[C@@H](c2ccc(Cl)cc2)C1	-6	-17	-6	2	-32	-28	-22	8	3	-18	12
C=CCN1C(=O)C(Cc2ccc(OC)cc2)S/C1=N/N=C/c1ccco1 (stereo unspecified)	11	-11	-27	-3	-10	18	-26	-4	-24	1	-7
COc1ccc(OC)c(S(=O)(=O)Nc2cccc3ccc(O)cc23)c1	-2	22	-18	7	22	8	2	1	-2	1	-28
CCO[C@H]1OC(C(N)=O)=C[C@@H](c2coc3ccccc3c2=O)[C@@H]1CCCO	1	21	-33	3	3	-14	-21	5	11	-15	-32
O=C(CCC(=O)c1cccs1)Nc1nc2ccccc2s1	-26	-14	1	-4	-5	2	-61	17	-9	-6	-16
COc1ccc(C2Nc3cc(OC)ccc3-n3cccc32)cc1 (stereo unspecified)	13	-2	14	5	7	-9	-17	0	-8	7	1
CCCCCC(CC(=O)NO)C(=O)NC(C(=O)N1CCCC1CO)C(C)C (stereo unspecified)	16	6	3	-14	25	24	-5	-3	4	-6	13
O=C(COC(=O)c1ccccc1SCC(=O)N1CCCC1)Nc1ccccc1OC(F)F	8	16	6	-19	1	-8	10	-2	3	2	-41
O=C(CSc1nnc(-c2ccccc2)n1C1CCCCC1)Nc1ccc(S(=O)(=O)Nc2ccccn2)cc1	2	1	-21	1	-10	-7	3	-14	-1	8	-10
Cn1cnc2nc3n(c2c1=O)CCC3	6	8	-7	-5	-13	13	0	1	1	26	-12
CN1C(=O)NC(c2ccc(O)cc2)C2=C1CN(c1cccc3ccccc13)C2=O (stereo unspecified)	-2	5	4	2	12	-4	25	-9	-4	-17	-26
O=C(CCCN1C(=O)/C(=C/c2cccc(Br)c2)SC1=S)Nc1cccnc1	12	4	40	11	31	-8	5	·	8	20	-5
COc1ccc(S(=O)(=O)N/N=c2\oc3c(OC)cccc3cc2S(=O)(=O)c2ccc(C)cc2)cc1OC	-5	6	1	-2	20	2	-3	-6	-7	-6	-3
Cc1ccc(S(=O)(=O)CCC(=O)OCc2ccc(Cl)cc2)cc1	17	-8	-6	-6	17	10	4	2	8	-53	-4
Cc1ccccc1N1CCN(C(=O)C2CCC(=O)N(C3CCCC3)C2)CC1 (stereo unspecified)	11	0	10	-1	9	-12	16	2	5	12	4
COc1ccc(/C=C2/SC(c3ccc(C)cc3)=NC2=O)cc1OC	-7	8	-11	2	-21	-13	-8	-3	-5	-8	6
N#C/C(=C\c1ccc(O)c(O)c1)C(=O)NCCCc1ccccc1	-14	-6	12	5	-34	-19	3	15	1	16	-1
Cc1ccc(Sc2cc(Cl)nc(N)n2)cc1	-2	-5	11	0	-13	12	-8	-3	5	6	-10
CC(C)=C(NC(=O)c1ccccc1)C(=O)Nc1cccc(C(=O)O)c1	15	29	-3	-10	-10	7	12	-5	-8	-4	-20
CC(C)(C)c1nnc(SCC(=O)c2ccccc2)n(N)c1=O	9	11	-14	-1	-22	4	-7	5	-4	2	-25
COc1ccc(CCNC(=O)CSc2ccc(-c3cccs3)nn2)cc1	20	-17	7	-9	9	16	-8	-1	3	20	-13
COc1ccc(-c2nc(C#N)c(NCc3ccc(F)cc3)o2)cc1OC	-13	7	2	-7	16	-13	-3	-13	2	4	-20
O=S(=O)(CCN1CCN(c2ccccn2)CC1)c1ccc(F)cc1	21	18	8	-8	3	7	6	-8	-11	15	7
O=[N+]([O-])c1cc(-c2cnc3ccccc3n2)ccc1Oc1ccc(F)cc1	-48	5	-2	0	2	19	-18	7	-1	-15	-48
COc1ccc(S(=O)(=O)N2CCCC2C(=O)Nc2ccc(O)cc2)cc1 (stereo unspecified)	5	-8	11	-7	6	3	-16	-8	-2	-5	-13
CC(C)(C)OC(=O)N(CCc1ccccc1)Cc1ccccc1OCc1ccc(NC(=O)C2CCCC2)cc1	16	-5	12	1	-8	20	2	-8	-19	-27	20
COc1cc(C(=O)N2CCOC23CCN(Cc2ccccc2)CC3)cc(OC)c1OC	10	0	-1	6	-1	2	6	-6	5	8	-3
COC(=O)[C@H](CCSC)NC(=O)Cn1cc(C)c(=O)[nH]c1=O	-2	-8	4	-3	-2	-8	-10	-4	2	22	-7
C=CCN1CC(=O)N2C(C)c3[nH]c4ccccc4c3C[C@H]2C1=O (stereo partly specified)	6	8	-21	4	-7	-3	4	-3	2	-27	9
Cc1ccnc(NC(=O)c2ccc(N3C(=O)CCC3=O)cc2)c1	-42	-49	26	1	-29	-32	-37	-5	-7	-29	-71
COC(=O)c1cc(Br)c(=O)n(-c2ccc(F)cc2)c1	-6	9	0	-5	-1	0	4	8	-1	7	9
CCOC(=O)c1ccc(NC(=O)c2nc[nH]c2C(=O)NCCCCNC(=O)c2[nH]cnc2C(=O)Nc2ccc(C(=O)OCC)cc2)cc1	1	11	46	3	19	0	0	-7	-22	3	2
COC(=O)c1sc2ncn(CC(=O)N(C)C3CCCCC3)c(=O)c2c1C	-20	8	7	2	5	10	1	2	0	-4	-3
O=C(c1cc2ccccc2o1)N1CCN(S(=O)(=O)c2cccs2)CC1	12	5	-3	1	-1	5	6	-4	3	1	-4
Cc1cnn(CCC(=O)NNC(=S)Nc2cccc(Cl)c2)c1	9	-17	-21	7	25	-8	-6	-4	0	-8	0
O=C(CSc1nnc(NC(=O)c2ccc(F)cc2F)s1)NC1CCCC1	-68	-3	47	-24	29	-18	-31	1	-3	3	-32
O=C(Nc1cccc2cccc(NC(=O)c3ccco3)c12)c1ccco1	12	0	-14	-11	15	10	2	-6	-8	3	2
CCOC(=O)C1=C(C)NC2=C(C(=O)CCC2)C1c1ccc(O)c(OCC)c1 (stereo unspecified)	-12	19	-12	0	10	5	13	-1	6	7	0
COc1ccc(N2CC(C(=O)Nc3nc4ccccc4s3)CC2=O)cc1 (stereo unspecified)	14	2	-19	10	32	-3	19	5	8	23	14
CCOc1ccc(S(=O)(=O)N2CCC(C(=O)NCc3ccncc3)CC2)cc1Cl	8	12	-23	-4	8	-33	4	7	4	-9	0
O=C(Nc1cccc(C(F)(F)F)c1)Nc1nnc([C@@H]2C[C@H](O)[C@@H](CO)O2)s1	34	9	4	-4	55*	19	7	·	·	51	34
COc1ccc(CC(=O)OCc2cc3ccc(C)cc3[nH]c2=O)cc1	25	17	-2	-5	0	4	2	5	-7	-24	6
CCN1CCN(C(=O)C23CCC(C)(C(=O)C2Br)C3(C)C)CC1 (stereo unspecified)	9	1	0	6	-4	0	-1	-2	8	-3	3
O=C(NCc1ccc2c(c1)OCO2)C(=O)NCC1OCCCN1S(=O)(=O)c1ccc(F)cc1 (stereo unspecified)	17	14	-3	1	-21	-6	0	-9	1	6	-5
O=[N+]([O-])c1cccc(COc2ccccc2CN2CCOCC2)c1	2	-4	-5	8	4	7	7	7	4	3	22
CCN(CC)c1ncnc2c1ncn2[C@H]1CN(C2CCCC2)C[C@@H](CO)O1	7	0	8	-2	9	17	-13	·	·	-26	8
C[C@H](CO)N1C[C@H](C)[C@@H](CN(C)S(=O)(=O)c2cccc(C#N)c2)OCc2cnnn2CCCC1=O	3	-5	-14	1	0	18	-2	6	2	-8	-9
O=c1c(Cl)c(N2CCN(c3ccc(F)cc3)CC2)cnn1C12CC3CC(CC(C3)C1)C2	18	1	-4	3	2	16	22	0	-12	-12	-6
CCN(CC)Cc1c(O)c(Cl)cc2c(C)c(C)c(=O)oc12	-18	0	-4	-5	-4	8	12	-4	-5	-47	2
COc1ccc(/C=C/C(=O)OCC(=O)Nc2cccc(C(C)=O)c2)cc1	16	1	2	-3	18	6	13	0	-10	-16	-12
CCCn1c(C)cc(C(=O)COC(=O)c2ccc(Cl)c(S(=O)(=O)N3CCCC3)c2)c1C	-12	6	6	-3	-23	-24	5	1	-7	-1	0
O=[N+]([O-])c1ccc(-c2cnc3ccccc3n2)cc1	-84	-21	-2	1	-11	-40	-55	-13	-3	-26	-61
CCCOc1ccc(C2NC(=S)NC(C)=C2C(=O)c2ccccc2)cc1OC (stereo unspecified)	1	8	-9	-3	5	-26	-19	3	-10	0	8
